S2 tox – viability counter-screen for ATXN expression inhibitors; S2 cells (HEK-293 line with an ATXN2-luciferase reporter) viability, CellTiter-Fluor protease fluorescence, 24 h; Potency, µM (doses to about 56.7 µM), actives largely listed as cytotoxic; hit rate 0.49% among 400,000; note: potency is the fitted concentration of half-maximal effect; nearly all actives have a fitted effect of over 40% in size
MCF10A rereplic – DNA re-replication induction in MCF 10a cells | Potency, µM (titrated, usually from 46.1 µM), for the others: at the highest dose activity, positive = re-replication, actives largely listed as activators | hit rate 2.9% among 350,000 | MCF 10A DNA re-replication, Hoechst nuclear intensity, 48 h | AID 624296; note: potency is the fitted concentration of half-maximal effect; % of control where 0% means no effect; nearly all actives have a fitted effect of over 50% in size
ATXN2 expr inh – inhibitors of ATXN2 expression. hit rate 0.72% among 360,000. Potency, µM (doses to about 57 µM), inactives show at the highest dose activity change, negative = inhibition, usual class: inhibitors. HEK-293 ATXN2-luciferase reporter, luminescence, 24 h. AID 1745845; note: potency is the fitted concentration of half-maximal effect; % is set by controls: 0 for no effect and ±100 for the full control effect; nearly all actives have a fitted effect of over 55% in size
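qHTS (up to 57 uM final) was run with 24 h compound exposure of reporter cells at 37 °C. Each well was multiplexed: SteadyGlo luminescence measured ATXN2-luciferase expression after a fluorogenic Gly-Phe-AFC viability readout (25 uM final).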
KB-V1 MDR tox – kills drug-selected multidrug resistant KB-V1 cells; KB-V1 MDR cells viability, CellTiter-Glo, 72 h; Potency, µM (highest dose often 46.1 µM), without a hit: at the top dose activity change, negative = cytotoxicity, hits mostly cytotoxic; hit rate 3.4% among 400,000; note: potency is the fitted concentration of half-maximal effect; % is set by controls: 0 for no effect and ±100 for the full control effect; nearly all actives have a fitted effect of over 60% in size
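Following 72 h at 37 degrees C with compound, KB-V1 cell viability was read by CellTiter-Glo luminescence, medium being phenol-red-free DMEM plus 10% FBS; concentration-response parameters came from normalized, curve-fitted qHTS data.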
KB-3-1 cytotox – KB-3-1 parental cell cytotoxicity | KB-3-1 viability, CellTiter-Glo ATP luminescence, 72 h | Potency, µM (highest dose often 46.1 µM), inactives show at the highest dose activity change, negative = cytotoxic, usual class: cytotoxic | hit rate 1.4% among 400,000 | AID 1347075; note: potency is the fitted concentration of half-maximal effect; % is set by controls: 0 for no effect and ±100 for the full control effect; nearly all actives have a fitted effect of over 60% in size
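Viability of parental KB-3-1 cells, measured by CellTiter-Glo luminescence, followed a 72 h incubation at 37 °C with pinned compounds in phenol-red-free DMEM containing 10% FBS.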
SW480 rerep – inducers of DNA re-replication in SW480 colon cancer cells; SW480 DNA re-replication, Hoechst DNA content imaging, 48 h; Potency, µM (doses to about 46.1 µM), without a hit: at the highest dose re-replication activation, actives largely listed as activators; hit rate 1.8% among 340,000; note: potency is the fitted concentration of half-maximal effect; % of control where 0% means no effect; nearly all actives have a fitted effect of over 55% in size
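Compounds, transferred as 23 nL by pin tool, were incubated with cells for 48 hr; DNA content per nucleus was then quantified by Hoechst staining and fluorescence plate imaging.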
IL1B secr inh – inflammasome signaling inhibition, IL-1 beta readout; THP-1 LPS/ATP IL-1B secretion, AlphaLISA, 16 h; hits give low values; activity change, % at 57.5 µM; hit rate 4.7% among 360,000; AID 743279; in the data active = activity change below about -50%; inconclusive = mostly about -30% to -49%; note: % is set by controls: 0 for no effect and ±100 for the full control effect
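THP-1 cells pretreated 1 hr with compounds (up to 57.5 uM final), then stimulated with LPS (250 ng/mL final) plus ATP (1.25 mM final); secreted IL-1B measured by AlphaLISA after 16 hr, decreased signal indicating inhibition.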
HT1080-NT tox – kills 2HG-producing HT-1080-NT fibrosarcoma cells | HT-1080-NT fibrosarcoma viability, CellTiter-Glo ATP luminescence, 48 h | Potency, µM (titrated, usually from 46.1 µM), without a hit: at the top dose activity, negative = less viability, most hits filed as cytotoxic | hit rate 1.6% among 360,000 | AID 686970;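 note: NT is the 2HG producing partner of a matched IDH1 knockdown line; potency is the fitted concentration of half-maximal effect; 0% = DMSO-treated cells and -100% = media-only wells without cells; nearly all actives have a fitted effect of over 55% in size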
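Viability of the 2HG-overproducing fibrosarcoma line after 48 hours of compound exposure at 37 degrees C was determined by luminescence with CellTiter-Glo, and concentration-effect curves were then fitted and categorized.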
HT1080 IDH1KD tx – HT-1080 IDH1 knockdown cell toxicity (counter line); HT-1080 IDH1 knockdown viability, ATP luminescence, 48 h; Potency, µM (highest dose often 46.1 µM), for inactives: top-dose activity, negative = toxicity, hits mostly cytotoxic; hit rate 2% among 360,000;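 note: potency is the fitted concentration of half-maximal effect; 0% = DMSO wells and -100% = cell-free medium wells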
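Using the IDH1-knockdown HT-1080 line run in the same batch and compound series as the NT line, viability after 48 h at 37 °C was determined by CellTiter-Glo luminescence and expressed as % activity.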
* = called active by the depositor; i = inactive; ? = inconclusive; . = no result given; & = joins results of further samples; [ ] = dose if it differs, or a comment. Unless noted, calls come from the whole dose curve; as a rule, active = well fitted curve in the direction sought with a large enough effect; inconclusive = small, poorly fitted or top-dose-only effect, or another doubt; inactive = no such curve, though single readings can be large; an effect the other way counts as inactive or inconclusive.

SMILES | S2 tox | MCF10A rereplic | ATXN2 expr inh | KB-V1 MDR tox | KB-3-1 cytotox | SW480 rerep | IL1B secr inh | HT1080-NT tox | HT1080 IDH1KD tx
CCC(=O)c1ccc(-c2ccccc2)cc1 | i | -3.1% | 10.1% | ? | 0.0% | -34.0%[inhibitor] | 18.6 | 29.8% | 21.9%
c1ccc(Cc2nnc3n2N=C(c2ccccc2)CS3)cc1 | i | -0.4% | -25.2% | 0.4% | 15.6% | -3.6% | -9.8 | -14.3% | -2.8%
CS(=O)(=O)N(CCc1ccccc1)CC(=O)N1CCN(Cc2ccccc2)CC1 | i | 20.2% | -12.5% | ? | -20.0% | 0.1% | 34.2 | -11.2% | -17.7%
O=C(CN(Cc1ccco1)C(=O)c1ccc(Cl)cc1)Nc1ccc(Cl)c(Cl)c1 | i | 13.2% | 6.1% | 8.1% | 1.7% | ? | -2.1 | 28.9% | 25.5%
Clc1ccc(-c2ccc(/C=N/Nc3cc(N4CCOCC4)nc(N4CCOCC4)n3)o2)cc1 | i | ? | -31.8% | ? | ? | 13µM* | ? | ? | ?
CC(C)C[C@H](NC(=O)N1CCn2c1nc1ccccc12)C(=O)NCc1ccccc1 | i | 4.2% | . | 7.0% | -17.1% | -3.3% | -11.8 | -10.8% | -6.7%
O=C(NCCCl)NNc1c(Cl)cc(Cl)cc1Cl | i | 2.0% | 2.8% | -2.7% | 2.2% | -2.7% | -0.1 | -4.1% | -9.5%
Cn1c(CCNC(=O)c2ccccc2)nc2cc(NC(=O)c3ccco3)ccc21 | i | 10.1% | 30.4% | 16.4µM* | ? | -0.9% | 21.6 | -4.3% | 8.3%
CNc1ccccc1 | i | -6.7% | 5.3% | 0.7% | 0.0% | -9.7% | 8.0 | 2.9% | 6.1%
CCOC(=O)c1c(NC(=O)CSc2nc3ccccc3s2)sc(C(C)=O)c1C | i | 3.4% | -16.7% | 20.6µM* | -2.1% | -2.3% | 10.8 | ? | -3.2%
CC(=O)NC(c1ccc(F)c(F)c1)c1nc(-c2cc3ccccc3o2)cs1 (configuration not stated) | i | . | 4.9% | -0.2% | 0.0% | . | -21.8 | 4.0% | 0.5%
Cc1ccc(N(CC(=O)NCc2ccc(F)cc2)C(=O)c2ccco2)cc1C | i | -5.0% | -4.0% | ? | 1.2% | 0.8% | -11.6 | -11.6% | -7.7%
O=c1ccc(-c2ccccc2)nn1Cc1ccc(F)cc1 | i | 17.1% | -18.3% | -8.1% | -10.4% | 3.5% | 0.0 | -0.3% | -5.6%
O=C(CCCNS(=O)(=O)c1cccc2nsnc12)NCc1ccccc1 | i | 0.4% | 5.1% | 12.5% | 17.3% | 2.4% | -12.4 | 12.0% | 12.0%
CCCCNc1ccc2nsnc2c1[N+](=O)[O-] | i | 15.9% | 2.8% | -61.8% | -24.7% | -26.0% | 5.0 | 1.0% | 6.0%
COc1ccc(C(=O)n2nc(C)cc2C)cc1OC | i | -5.2% | -6.1% | 13.2% | -16.7% | 3.5% | 7.7 | 4.0% | 7.8%
CC(C)Cn1c(N)c(C(=O)COC(=O)c2cc(-c3ccccc3)nc3ccccc23)c(=O)n(C)c1=O | i | -0.4%&6.2% | 8.7% | ? | ? | -0.7%&-9.0% | 8.7 | 9.7% | 17.4%
COc1ccc2[nH]c(=O)c(CN(C(=O)c3cccnc3)c3cccc(C)c3)cc2c1 | i | 6.4% | 13.9% | 8.2% | 2.1% | -1.3% | -14.2 | 23.2% | 10.0%
COc1ccc(CNC(=O)CS(=O)Cc2nc(-c3ccc(C)cc3)oc2C)cc1 (configuration not stated) | . | 1.9% | -0.5% | 5.6% | 0.0% | 12.0% | -16.3 | -1.5% | -5.8%
Cc1ccc(CSCC(=O)N(C)CC(=O)Nc2c(Cl)cccc2Cl)cc1 | i | 7.5% | -16.4% | ? | 0.0% | -3.2% | -12.1 | -8.4% | -4.1%
CN(C)/C=C/c1onc(-c2ccccc2Cl)c1C#N | i | 18.4µM* | 1.1% | -15.4% | 0.0% | 1.5% | 0.0 | -28.0% | -19.8%
CCNc1nc(SCc2ccccc2)nc(N2CCOCC2)n1 | i | 13.2% | -1.3% | ? | 0.5% | -0.3% | 4.8 | -11.0% | -0.4%
CCN(CC)c1ccc(NC(=O)COC(=O)Cc2ccsc2)cc1 | i | 3.8% | 1.3% | ? | 4.3% | ? | 9.6 | 5.8% | 0.6%
CCOc1ccc(C(C(=O)Nc2ccc(F)cc2)N(C(=O)Cn2nnc3ccccc32)C2CC2)cc1 (configuration not stated) | i | 7.9% | -1.7% | 23.1µM* | 11.9% | ? | -20.3 | -22.1% | -23.7%
O=C(NC(=S)Nc1ccc(S(=O)(=O)Nc2nccs2)cc1)c1ccccc1F | i | 0.1% | -15.8% | 8.9% | 6.5% | -4.8% | 3.0 | 5.3% | -0.8%
C=CCn1c(Cc2ccc(OC)cc2)nnc1SCC(=O)c1cccc([N+](=O)[O-])c1 | i | -3.0% | -9.6% | 0.0% | 6.5% | 11.9% | -4.6 | 0.9% | 5.1%
O=C(NNC(=O)c1ccncc1)c1ccncc1 | i | 6.6% | -2.8% | 2.2% | 4.7% | -1.9% | 1.1 | -11.3% | -1.8%
Cc1ccc(S(=O)(=O)N/N=C\c2cn(CC(N)=O)c3ccccc23)cc1C | i | -0.6% | 0.0% | . | . | 7.4% | 18.8 | -9.4% | -13.6%
CCCS(=O)(=O)N1CCCC(C(=O)NCCOC)C1 (configuration not stated) | i | . | 4.4% | 2.0% | 14.7% | . | . | . | .
O=C(O)c1cccc2c1C(=O)N(C1CCCCC1)C2 | i | 0.2% | 5.6% | -6.8% | 30.3% | -1.8% | 1.3 | 1.6% | 1.3%
COc1ccc(C2C(C#N)=C(N)Nc3nc4ccccc4n32)cc1 (configuration not stated) | i | -6.9% | 4.0% | 3.2% | 10.4% | -3.5% | 0.0 | -5.0% | -6.5%
N#CCC(=O)N/N=C\c1ccccc1OC/C=C/c1ccccc1 | i | 182.9% | 18.3% | 16.7% | -10.2% | 16.4µM* | -27.5 | -12.8% | -19.1%
O=C(O)c1sccc1Oc1ccc(NS(=O)(=O)c2cccc(F)c2)cc1 | i | 12.8% | -30.8% | ? | 15.2% | -0.6% | 8.5 | 20.2% | ?
Cc1ccc2cc(N)ccc2n1 | i | 9.9% | -8.0% | 3.4% | -2.6% | -6.5% | -3.9 | 9.0% | 6.6%
CC1CCc2sc3c(c2C1)c(=O)n(CC(=O)O)c(=O)n3Cc1ccc(Cl)cc1 (configuration not stated) | i | 6.5% | -7.5% | 9.2% | -11.9% | -6.1% | 10.8 | 0.5% | -5.2%
O=C(NC1CCSc2ccccc21)c1ccc(C(F)(F)F)cc1 (configuration not stated) | i | 21.7% | 7.6% | -3.5% | -0.5% | 4.7% | 33.0 | -9.1% | -20.2%
COc1ccc(N2C(=O)C3C(C2=O)C2C=CC3C23CC3)c(OC)c1 (configuration not stated) | i | 0.2% | 0.6% | -4.9% | 0.0% | -7.2%[9.22 µM] | -9.5 | 7.6% | 9.5%
CCNC(=O)C[C@@H]1CC[C@H]2[C@@H](COC[C@H](O)CN2C(=O)C2CC2)O1 | . | . | . | 6.6% | 1.0% | . | 29.9 | ? | 17.4%
CCOCCCNC(=O)CN1C(=O)COc2ccc(S(=O)(=O)N3CCCC3)cc21 | i | -5.2% | 9.2% | 18.6%&18.9% | 5.7%&-1.0% | -7.5% | -0.4 | 1.7% | 2.0%
COc1cccc(C2CC(C(F)(F)F)n3ncc(C(=O)Nc4c(C)n(C)n(-c5ccccc5)c4=O)c3N2)c1 (configuration not stated) | i | 6.5% | -2.9% | -12.1% | -1.9% | 10.1% | -7.1 | -0.9% | -16.8%
CC(SCC(=O)Nc1ccc(F)cc1)c1nc2ccccc2c(=O)[nH]1 (configuration not stated) | i | 3.7% | -8.2% | -28.7% | -3.9% | 0.1% | 3.4 | -7.0% | -8.1%
COc1ccccc1/C=C/C=N/n1c(-c2ccccn2)n[nH]c1=S | i | 13.1% | . | -0.2% | 0.3% | -5.2% | 14.2 | -0.9% | -10.1%
Cc1c(OC(C)C(=O)NCCCN2CCOCC2)ccc2c1oc(=O)c1ccccc12 (configuration not stated) | i | ? | -0.8% | ? | 7.8% | -16.4% | -7.0 | -3.9% | 9.1%
Cc1ccc(NC(=O)c2sccc2C)cc1S(=O)(=O)N(C)C | i | -2.4% | 11.7% | 9.9% | -1.1% | -1.7% | -11.9 | 10.7% | 2.6%
COc1ccc(NS(=O)(=O)c2ccc(O)c(NC(=O)c3cc4c(C)nn(-c5ccc(F)cc5)c4s3)c2)cc1 | ? | 8.2µM* | ? | 3.4% | ? | ? | ? | ? | ?
COc1ccc(-c2ccc(C(=O)Nc3cccc(N(C)C)c3)c3occc23)c(C)c1 | i | . | 6.5% | -29.2% | 0.0% | . | 0.0 | -1.4% | -12.3%
COc1cc(/C=C2\SC(=Nc3c(C)n(C)n(-c4ccccc4)c3=O)NC2=O)ccc1O | i | 0.8% | 7.9% | ? | -0.4% | -2.4% | -19.8 | -6.8% | 9.5%
CSc1nnc2c3ccccc3n(Cc3ccccc3)c2n1 | ? | -0.7% | ? | -43.0% | 0.0% | -11.2% | -15.2 | -2.4% | -3.3%[9.24 µM]
O=C(N1CCOCC1)N(Cc1ccco1)CC1CCCO1 (configuration not stated) | i | -1.9% | -0.4% | 7.3% | 5.4% | -3.1% | -14.3 | 17.1% | 23.5%
O=S(=O)(NCc1cccnc1)c1cccc2nsnc12 | i | 11.4% | -3.3% | -11.1% | 1.0% | -3.5% | -0.5 | 2.6% | 0.3%
Cc1noc(C)c1-c1ccc(C(=O)Nc2ccc(C(C)C)cc2)c2occc12 | ? | . | -7.2% | -14.6% | -0.2% | . | 33.7 | ? | ?
